PfM18AAP inh: blocks P. falciparum M18 aspartyl aminopeptidase | recombinant PfM18AAP, H-Glu-NHMec fluorogenic cleavage | inhibition, % at 7.35 µM | 290,000 tested, 1.2% active | AID 1822;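 active means inhibition above the campaign mean inhibition over all tested compounds plus 3 SD, cut at about 28% in these data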;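 further: 0% = plate median of test compound wells and 100% = 2 mM ZnCl2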
IDE cell activ: IDE (human) activation, cell-based | AID 493087 | HEK cells, FAbeta-B cleavage, fluorescence polarization; 0% vehicle, 100% cell-free pure enzyme wells | 340,000 tested, 0.073% active | activation, % at 5.96 µM | P14735;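 active means activation above the mean of all tested compounds plus 3 SD, set per screening campaign, cut at about 17% in these data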
IDE inh: cellular human IDE inhibition; 320,000 tested, 0.41% active; P14735; HEK cells, FAbetaB cleavage, fluorescence polarization; inhibition, % at 5.59 µM; AID 434962;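 active means percent inhibition above the average of all tested compounds plus 3 SD, set per screening campaign, cut at about 16% in these data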;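 further: IDE supplied by intact live HEK cells; FP after avidin binding of uncleaved biotin substrate so inhibition keeps polarization high; 0% = DMSO wells and 100% = 60 µM reference IDE inhibitor Ii1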
PHOSPHO1 inh: PHOSPHO1 (human) inhibition; recombinant PHOSPHO1, absorbance phosphatase assay; Q8TCT1; 290,000 tested, 1.1% active; inhibition, % at 13.3 µM; AID 1565; in the data active means inhibition above about 60%
Target sequence (Q8TCT1 whole entry, looked up): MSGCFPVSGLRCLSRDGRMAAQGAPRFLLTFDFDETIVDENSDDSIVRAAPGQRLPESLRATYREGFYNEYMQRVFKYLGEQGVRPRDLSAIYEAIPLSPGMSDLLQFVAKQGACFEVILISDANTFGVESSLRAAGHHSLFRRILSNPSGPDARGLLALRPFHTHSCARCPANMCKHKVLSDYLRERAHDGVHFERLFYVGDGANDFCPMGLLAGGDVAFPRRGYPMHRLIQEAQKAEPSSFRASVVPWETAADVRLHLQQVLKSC
NALP1 yeast inh: NALP1 inhibition | AID 2071 | S. cerevisiae NALP1/ASC/caspase-1 growth, X-gal OD620, 72 h | 280,000 tested, 0.61% active | inhibition, % at 10 µM; in the data active means inhibition mostly above about 24%, no sharp cut-off; inactive means mostly below about 32%; further: some compounds called inactive have numbers as strong as hits
GPR7 antagonist: blocks human GPR7 receptor signaling; inhibition, % at 4.4 µM; GPR7-expressing cells, fluorescence antagonist assay; 290,000 tested, 1.1% active; in the data active means inhibition above about 16%, passing the limit was not always enough;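 further: cells stimulated with the agonist NPW; 0% = agonist with vehicle and 100% = vehicle without agonist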
Target sequence (P48145 whole entry, looked up): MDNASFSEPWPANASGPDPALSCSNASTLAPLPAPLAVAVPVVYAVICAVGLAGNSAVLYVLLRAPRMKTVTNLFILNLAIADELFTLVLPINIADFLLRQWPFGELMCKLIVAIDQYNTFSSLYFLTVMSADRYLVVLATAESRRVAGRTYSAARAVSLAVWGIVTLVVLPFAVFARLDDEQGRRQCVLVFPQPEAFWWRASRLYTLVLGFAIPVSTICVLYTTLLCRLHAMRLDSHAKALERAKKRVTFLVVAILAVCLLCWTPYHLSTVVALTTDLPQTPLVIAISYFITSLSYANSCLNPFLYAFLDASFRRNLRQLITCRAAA
VIM-2 inh: blocks Pseudomonas aeruginosa VIM-2 metallo-beta-lactamase. purified VIM-2, nitrocefin hydrolysis, epi-absorbance fluorescence. 290,000 tested, 0.89% active. inhibition, % at 5.6 µM;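 active means inhibition above the mean of all tested compounds plus 3 SD, cutoff set per screening run, cut at about 7.5% in these data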;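 further: red hydrolysis product quenches plate fluorescence so inhibitors raise well fluorescence; 0% = enzyme with DMSO and 100% = DMSO without enzyme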
IMP-1 inh: inhibitors of Pseudomonas aeruginosa IMP-1 metallo-beta-lactamase | purified IMP-1, nitrocefin hydrolysis, epi-absorbance fluorescence | 290,000 tested, 0.45% active | inhibition, % at 5.6 µM;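 active means inhibition above the mean plus 3 SD of all compounds in the same screening run, cut at about 4.5% in these data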;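 further: 0% = IMP-1 with DMSO and 100% = DMSO wells lacking enzyme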
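System: purified IMP-1 / Input: IMP-1 dispensed at 0.2 nM / Medium: 50 mM HEPES pH 7.1, 50 µM ZnSO4, 0.05% Brij 35 / Timing: 15 min enzyme–compound preincubation, then 25 min nitrocefin reaction, 25 °C / Technique: plate fluorescence quenching by hydrolysis product, ex 480/em 530 nm / Repeats: singlicate testing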
pCIP destab: lowers stability of the mouse p/CIP coactivator protein; Q05BA5; F442A p/CIP-EGFP cells, EGFP fluorescence, 16 h; decrease of EGFP signal, % at 10 µM; 290,000 tested, 0.01% active;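 active means EGFP signal decrease of at least 30% at 10 µM or well 3 SD below plate mean, unless failing retest; inactive means the rest, including hits failing retest or dose response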; further: some compounds called inactive have numbers as strong as hits; many of its hits are not listed in these tables
The depositor's hits bear a star; . = not tested or not shown; & = joins results of further samples.

SMILES	PfM18AAP inh	IDE cell activ	IDE inh	PHOSPHO1 inh	NALP1 yeast inh	GPR7 antagonist	VIM-2 inh	IMP-1 inh	pCIP destab
O=C(O)c1cnn2c(C(F)(F)F)cc(-c3ccco3)nc12	-2	1	3	13	16	-5	-3.1	-2.6	-10
CN(C1CCCCC1)S(=O)(=O)c1ccc2c(c1)c(=O)c(C(=O)NCCCN1CCCC1)cn2C	1	9	0	5	-5	0	3.0	-3.6	-18
CCCN(CCC)CC(O)COc1ccc([N+](=O)[O-])cc1 (configuration not stated)	-9	6	-1	-11	-8	4	-3.1	-1.0	-5
CCOC(=O)[C@@H]1[C@H]2COc3ccc(Br)cc3[C@H]2N2C(=O)N(c3ccc(C)cc3)C(=O)[C@]12C	0	4	-2	-2	-5	7	0.2	-1.6	-9
COc1ccc2ccccc2c1/C=N/NC(=O)c1cccc([N+](=O)[O-])c1	-6	1	5	.	2	5	-4.8	-3.6	-4
COc1ccc(CC(=O)Nc2ccc(-c3ccc4nnc(C)n4n3)cc2)cc1OC	2	5	6	34	14	-14	1.2	-2.2	-6
COc1ccc(OC)c(-n2c(SCC(=O)Nc3cccc(S(N)(=O)=O)c3)nc3ccccc3c2=O)c1	10	-7	1	48	-4	-5	-1.9	-2.3	-9
N#CCOc1nc(N2CCCCC2)nc(N2CCCCC2)n1	-7	4	2	18	9	-7	-1.0	-1.8	-5
O=C(O)/C(=C\c1ccccc1OC(F)F)Sc1nnc(-c2ccc(F)cc2)o1	7	2	-3	13	7	-4	-3.9	-2.6	-11
COc1cc(C2Nc3cccc4cccc(c34)N2)cc(OC)c1OC(C)=O	5	0	-8	46	20	-3	2.9	1.2	1
C/C=C(\C)C(=O)Nc1cccc(C2=NOC3(C2)C[C@H](C(N)=O)N(C(=O)c2cc([N+](=O)[O-])cc([N+](=O)[O-])c2)C3)c1 (some centres not stated)	.	-3	4	-9	.	.	.	.	-8
Cc1cccn2c(=O)c3cc(C(=O)NCCN4CCOCC4)c(=N)n(CCCN4CCOCC4)c3nc12	16	-1	8	52	5	-21	2.1	-3.3	-4
CNC(=O)c1ccc(-n2cccn2)nc1	-3	4	-1	4	9	-2	-1.4	-1.7	0
CC(=O)Nc1ccc(S(=O)(=O)N(C)CC(=O)OCC(=O)NC(C)C23CC4CC(CC(C4)C2)C3)cc1 (configuration not stated)	-8	1	4	3	11	9	-3.3	-3.6	4
CCOC(=O)/C=C(C)\C=C\c1c[nH]c2ccccc12	2	-5	-3	20	19	-4	-1.6	-2.9	-3
COc1ccc(CCNC(=O)CN(c2ccccc2OC)S(=O)(=O)c2ccc(C)cc2)cc1	6	2	6	28	1	-1	-0.3	-1.4	-18
COc1ccc2c(CC(=O)NC(Cc3ccc(Cl)cc3)C(=O)O)cc(=O)oc2c1C (configuration not stated)	3	3	.	1	-51	6	0.2	-2.0	-5
COc1cc(OC)c(-c2nc3c[n+](CC(=O)c4ccccc4)ccc3n2C)cc1OC	7	-1	0	7	26	10	2.5	-0.7	-4
O=C(CN1c2cccc3cccc(c23)S1(=O)=O)Nc1ccc(S(=O)(=O)N2CCOCC2)cc1	1	0	-1	-19	7	-3	0.1	-1.0	-13
O=C(c1ccccc1)c1ccc(C(=O)N2CCN(c3ccccc3)CC2)cc1	-3	-4	.	71*	0	-4	-2.8	-4.0	-18
CCOC(CNC(=O)c1ccc2c(c1)nc(C)n2-c1cccc(F)c1)OCC	0	2	-3	0	9	-12	-1.6	-2.0	-3
Cc1nc2oc3ccccc3c(=O)c2c(=O)n1Cc1ccccc1	2	6	-2	-70	2	-8	-0.9	0.7	-5
Cc1ccc2cc3c(N)c(C(=O)N4CC(=O)Nc5ccccc54)sc3nc2c1	2	.	-2	-26	18	-2	-0.5	0.3	2
O=c1c(Cl)c(N2CCN(c3ccccc3)CC2)cnn1C12CC3CC(CC(C3)C1)C2	-7	-3	6	-7	5	-9	-1.4	-0.4	-6
C#CCOCCOCCOCCNc1nc(N2CCN(C(=O)[C@H]([C@@H](C)CC)n3cc([C@@H](N)Cc4ccc(O)cc4)nn3)CC2)nc(N2CCN(C(=O)[C@H]([C@@H](C)CC)n3cc([C@@H](N)Cc4ccc(O)cc4)nn3)CC2)n1	-2	-4	7	8	-5	-8	-0.5	-1.4	-4
Cc1nc2ccc(NS(=O)(=O)c3ccc(F)c(C)c3)cc2[nH]1	-6	-3	0	13	22	5	-1.9	-3.8	-21
Cc1cccc(C(=O)NC2CCN(S(=O)(=O)c3ccccc3)CC2)c1	4	0	-3	23	4	-5	-6.5	-3.3	-6
COc1cccc(CNc2ccc(S(N)(=O)=O)cc2)c1OCc1ccccc1F	2	6	2	-11	33	-5	-0.5	-5.0	-6
CC(C)(C)c1nc(N2CCN(C(=O)c3ccco3)CC2)c2nnn(Cc3ccccc3)c2n1	3	5	8	41	-11	-21	-1.2	-3.7	-21
C/C(=N/NC(=O)c1cc(C(C)C)[nH]n1)c1cccs1	1	0	-2	1	-6	-10	-0.2	-2.4	-22
CCOC(=O)CCCNC(=O)c1cncc(O)c1	5	2	7	3	20	-7	-0.8	-5.4	5
NC(=O)c1ccc(NC(=O)CNC(c2ccccc2)c2ccccc2)cc1	0	-1	2	27	24	-15	-1.7	-1.6	-10
CSc1nc2ccccc2n1CC(=O)Nc1ccc(C)c(C)c1	-6	-3	0	-3	34	-4	-4.1	-3.6	-4
CC(C)CCNC(=O)COC(=O)c1ccc(Br)o1	-2	-3	2	19	-16	2	0.0	-0.9	4
Cc1cc(NC(=O)Cn2c(=O)c3c(ncn3CCC(C)C)n(Cc3ccccc3)c2=O)no1	5	2	-2	-1	13	6	-1.8	-2.0	9
COc1ccc(NC(=O)COC(=O)C2CC3C=CC2C3)cc1 (configuration not stated)	-1	3	8	-18	-1	-7	-1.0	-1.2	-20
O=C(N/N=C/C(Br)=C/c1ccccc1)C1CC1	11	-6	4	5	6	-1	-3.8	-2.0	12
CC1CC(C)CN(C(=O)C(NS(=O)(=O)c2ccc3c(c2)oc(=O)n3C)C(C)C)C1 (configuration not stated)	4	1	1	0	9	-9	-1.3	-3.3	-24
CCN(CC(=O)N1CCCC1)S(=O)(=O)c1ccc(OC)cc1	-1	-3	.	-28	17	6	-0.6	-0.3	1
c1cc(C2CCCCC2)ccc1Oc1nc(N2CCOCC2)nc(N2CCOCC2)n1	-4	5	-1	12	11	6	-1.1	-2.4	-3
Cc1nc(SCC(=O)NCc2ccc3c(c2)OCO3)c(C#N)c2c1CCCC2	0	6	-3	9	-12	1	-1.9	-2.1	-16
OC(c1cccs1)c1nccc2ccccc12 (configuration not stated)	11	-1	5	-18	-2	2	1.9	0.6	-7
O=C(NNC(=S)Nc1ccc(Br)cc1)c1cccnc1	23	2	-1	-14	0	7	-7.5	-1.6	-4
COCc1[nH]nc2c1C(c1sccc1C)C(C#N)=C(N)O2 (configuration not stated)	17	6	-1	-11	-13	0	2.2	0.6	10
Cc1ccc(-c2cccc(NC(=O)C3C4C=CC(C4)C3C(=O)O)c2)o1 (configuration not stated)	-20	-4	-1	8	34	-11	-4.5	-4.7	7
O=C1NC(=O)/C(=C/c2cc3c(cc2Br)OCO3)S1	12	3	-1	16	-7	-15	3.0	-2.6	-3
COc1cc2[nH]c3c(OC)ncnc3c2cc1OC	-13	-4	-4	23	11	9	-1.7	-2.5	-1
Cc1cccc(CCNS(=O)(=O)c2ccc(S(=O)(=O)NC3CCCC3)cc2)c1	3	-3	-5	-6	12	9	-2.1	-1.9	-6
Cc1ccc2nc(SCC(=O)c3c[nH]c4ccccc34)[nH]c2c1	-7	-1	8	39	7	3	-3.1	-3.1	-8
Cn1cnnc1Sc1ccc(C(=O)OCC(=O)Nc2ccccc2)cc1[N+](=O)[O-]	-22	4	7	-1	27	6	-0.2	-3.1	-3
Cc1ccc(S(=O)(=O)N2CC=C(C(=O)NCc3ccccc3)CC2)cc1	8	0	5	-18	29	-6	-1.4	-2.0	-3
O=C(CSc1nc2ccccc2c(=O)n1-c1ccc(F)c(Cl)c1)Nc1cccc(S(=O)(=O)N2CCOCC2)c1	9	-1	3	1	29	3	-1.2	-4.2	-12
Cn1ncc(C#N)c1/N=C/N1CCCC1	-5	-4	0	13	20	4	-3.9	-2.9	-1
COc1ccccc1CN(CC(=O)NCC1CCCO1)C(=O)CNS(=O)(=O)c1ccc(C)cc1 (configuration not stated)	-11	3	3	15	1	-21	-0.1	-3.2	0
Cc1ccccc1N/N=C/c1ccc(N2CCOCC2)cc1	0	-1	-1	-5	17	-2	2.8	-1.4	-7
CSc1nc(O)c(N=Nc2ccc(F)cc2F)c(=O)[nH]1	10	1	4	33	12	0	-3.5	-6.2	-8
CN1CCN(C2CCCCC2NS(=O)(=O)c2ccccc2)CC1 (configuration not stated)	-3	1	-1	28	32	-13	2.8	0.8	-5
CCOC(=O)C1CCN(S(=O)(=O)c2ccc3c(c2)CC(C)N3C(=O)C2CCC2)CC1 (configuration not stated)	1	5	1	43	-8	17	-1.3	-2.8	2
COc1ccc(C(C(=O)NC(C)C)N(C(=O)CCC(=O)Nc2nccs2)c2ccccc2F)cc1 (configuration not stated)	1	5	5	32	33*	-6	-3.0	-2.6	-6
Cc1nc2nc(CSc3nnc(C)s3)cc(=O)n2[nH]1	2	5&6	-1	-6	.	-7	-0.8	-3.2	-10
(listing goes on)
SMILES	PfM18AAP inh	IDE cell activ	IDE inh	PHOSPHO1 inh	NALP1 yeast inh	GPR7 antagonist	VIM-2 inh	IMP-1 inh	pCIP destab
COc1ccc(NC(=O)C/C(C)=N/NC(=O)COc2ccc(OC)cc2)cc1	-6	2	-2	10	9	-15	0.2	-1.1	-3
O=C(N=C1SC2CS(=O)(=O)CC2N1Cc1ccccc1)C1CCCCC1 (configuration not stated)	0	-1	0	26	-33	-17	-2.5	-0.6	-13
Cn1ncc(Cl)c1C(=O)Nc1cc(C(F)(F)F)ccc1F	4	4	-2	27	-30	-4	-4.1	-5.0	-14
CC(C)CC(=O)Nc1cccc(-c2nc3ccccc3[nH]2)c1	-8	0	-1	19	.	5	-1.2	-1.6	-6
Cc1ccc(NC(=O)C(=O)NN)cc1	-2	3	6	33	-4	-13	-3.6	-3.5	-12
COc1cc(C(=O)n2cnc3ccccc32)c([N+](=O)[O-])cc1OC	-1	2	1	14	12	-10	-0.2	-1.4	-6
CCCCOc1ccc(C(=O)NC)cc1	3	5	8	10	10	-7	-2.0	-6.2	4
COc1ccc(C(C(=O)NC(C)(C)C)N(CCc2ccc(OC)c(OC)c2)C(=O)CCC(=O)Nc2cc(C)on2)cc1 (configuration not stated)	-9	3	-1	27	12	-5	-0.7	-2.4	-18
CC1CCN(CC(=O)Nc2cc(C(F)(F)F)ccc2Cl)CC1	3	5	2	2	33	-12	-1.7	-2.6	4

Record cards, from the list above. Order of values: PfM18AAP inh	IDE cell activ	IDE inh	PHOSPHO1 inh	NALP1 yeast inh	GPR7 antagonist	VIM-2 inh	IMP-1 inh	pCIP destab
Results for O=C(N=C1SC2CS(=O)(=O)CC2N1Cc1ccccc1)C1CCCCC1 (configuration not stated) → 0	-1	0	26	-33	-17	-2.5	-0.6	-13
Results for CCCCOc1ccc(C(=O)NC)cc1 → 3	5	8	10	10	-7	-2.0	-6.2	4
